TRPV1 agonist: human TRPV1 agonism; TRPV1-expressing cells, Fluo-8 calcium influx, agonist mode; Q8NER1; activation, % at 8.33 µM; 0.19% of 320,000 active; in the data active means activation above about 80%; inconclusive means between about 30% and that limit; further: 0% is about no effect
Target sequence (Q8NER1 whole entry, looked up): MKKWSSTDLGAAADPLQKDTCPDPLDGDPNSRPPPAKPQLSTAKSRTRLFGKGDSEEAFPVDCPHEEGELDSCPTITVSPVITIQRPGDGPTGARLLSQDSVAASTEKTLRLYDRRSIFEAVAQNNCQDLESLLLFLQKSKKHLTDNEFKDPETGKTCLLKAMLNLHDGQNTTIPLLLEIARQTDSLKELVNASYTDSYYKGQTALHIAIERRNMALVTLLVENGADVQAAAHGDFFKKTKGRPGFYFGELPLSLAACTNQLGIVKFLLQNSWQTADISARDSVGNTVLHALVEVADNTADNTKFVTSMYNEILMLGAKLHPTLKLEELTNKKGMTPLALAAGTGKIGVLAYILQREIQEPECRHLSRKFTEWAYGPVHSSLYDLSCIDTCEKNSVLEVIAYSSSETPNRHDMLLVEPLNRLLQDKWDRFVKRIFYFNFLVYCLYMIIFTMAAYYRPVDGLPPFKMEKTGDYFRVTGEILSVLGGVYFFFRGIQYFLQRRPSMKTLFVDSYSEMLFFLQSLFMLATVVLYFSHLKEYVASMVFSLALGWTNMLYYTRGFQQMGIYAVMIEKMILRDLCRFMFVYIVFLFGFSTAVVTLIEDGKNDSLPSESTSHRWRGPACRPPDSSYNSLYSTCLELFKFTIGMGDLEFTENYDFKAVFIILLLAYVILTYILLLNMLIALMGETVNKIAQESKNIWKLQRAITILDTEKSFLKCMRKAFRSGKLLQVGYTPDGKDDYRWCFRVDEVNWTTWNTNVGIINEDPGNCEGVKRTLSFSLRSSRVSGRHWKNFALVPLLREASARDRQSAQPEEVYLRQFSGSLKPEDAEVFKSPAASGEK
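Fluo-8 calcium influx in TRPV1-expressing cells, kinetic read (ex 480/em 520 nm). Compound added and read 3 min for agonist activity, followed by capsaicin at EC20 final and 2 min further read for enhancement.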
CXXC DNA block: inhibitors of human MLL CXXC domain-DNA interaction. Q03164. MLL-CXXC / FITC-HOXA9 DNA fluorescence polarization. Potency, µM (series often up to 115 µM), inactives show at the highest dose activity change, negative = inhibition, actives largely listed as inhibitors. 0.037% of 290,000 active; active means well fitted inhibition curve with a large enough effect in the polarisation, with a control signal flat, not every such curve was filed as active; inconclusive means small, poorly fitted or top-dose-only effect, or effect the other way, or a change in a side signal; inactive means no such curve, though single readings can be large or run the other way; the % refers to the polarisation; further: potency means the concentration at half of the fitted maximal effect
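Purified MLL-CXXC (added from a 7 uM solution) was preincubated 5 min at ambient with pinned compounds in 50 mM Tris-HCl pH 7.5, 50 mM NaCl, 1 mM DTT, 0.05% BSA. Fluorescein-labeled HOX-A9 DNA (50 nM solution) followed, 30 min, then polarization read.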
p53 reactivator: mutant p53 re-activation in reporter cells; Potency, µM (titrated, usually from 92.2 µM), for inactives: top-dose activity change, positive = activation, usual class: activators; H1299 p53-A138V BP100-luciferase reporter, luminescence, 24 h; 0.063% of 320,000 active; AID 504706; further: potency means the concentration at half of the fitted maximal effect; % of control where 0% means no effect; nearly all actives have a fitted effect of over 45% in size
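H1299 (p53-null), stable ts p53-A138V + BP100-Luc; 1000 cells/well, Opti-MEM/10% FBS; cpd 4 pt, 1:5; 24 h, 37 deg C, 5% CO2; detection reagent 10 min RT; luminescence.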
ELG1 DNA repair: blocks ELG1-dependent DNA repair in HEK293T cells | AID 504467 | HEK293T ELG1-luciferase reporter, luminescence, 16 h; DNA damage induced by 5-fluorouridine | Potency, µM (highest dose often 46.1 µM), for the others: top-dose activity change, negative = inhibition, actives largely listed as inhibitors | 2.3% of 330,000 active; further: potency means the concentration at half of the fitted maximal effect; on the % scale 0 is the no-effect control and ±100 the full control effect; nearly all actives have a fitted effect of over 55% in size
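Overnight (16 hr) co-exposure of 2,000 cells/well to 5-fluorouridine and compound at 37 °C preceded detection. Luciferase was quantified via ONE-Glo luminescence; loss of signal denotes inhibition.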
BRCA1 expr up: increases BRCA1 expression. MCF7-BRCA1-FFLuc reporter, luminescence, 48 h; response scale: scaled: vehicle 0%, 10 µM genistein 100%. Potency, µM (top dose mostly 46.1 µM), for inactives: at the highest dose activation, actives largely listed as activators. 1.1% of 380,000 active. AID 624202; further: potency means the concentration at half of the fitted maximal effect; nearly all actives have a fitted effect of over 80% in size; some results filed as inactive show a strong effect at the top dose
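MCF7 cells carrying a BRCA1-firefly luciferase reporter (2000 cells/well, phenol-red free MEM) were attached for 2 h at 37 °C, then given compounds for 48 h. Luminescence was read 15 min after luciferase reagent; activity normalized to genistein (10 microM) and DMSO.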
AT treatment: potential ataxia-telangiectasia treatment; […] A-T fibroblasts, KAP-1 phosphorylation AlphaLISA; neocarzinostatin DNA damage 30 min before lysis; Potency, µM (doses to about 57.5 µM), for the others: at the top dose activation, actives largely listed as activators; 0.19% of 320,000 active; further: potency means the concentration at half of the fitted maximal effect; % of control where 0% means no effect; nearly all actives have a fitted effect of over 45% in size
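hTERT-immortalized A-T patient fibroblasts ([…]), 500 cells/well in OPTI-MEM, 1% FBS, got compounds for 60 min, then NCS for 30 min at 37C. Lysates were then assayed for phospho-KAP-1 by AlphaLISA (anti-pKAP1 donor, anti-KAP1 acceptor beads), 6 hr at 25C.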
Integrin act MD: integrin-mediated muscular dystrophy alleviation activation; 0.064% of 350,000 active; alpha7betagal myoblasts, beta-gal FDG fluorescence, 48 h; Potency, µM (series often up to 38.3 µM), for inactives: at the highest dose activation, actives largely listed as activators;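 further: potency means the concentration at half of the fitted maximal effect; 100% = response of the positive control SU9516; nearly all actives have a fitted effect of over 60% in size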
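Alpha7betagal+/- myoblasts (passage 13) were plated 16-24 hr, then exposed to compounds (1:260 dilution of DMSO stock) for 48 hours at 37C. After MPER lysis, β-galactosidase reporter activity was read as FDG fluorescence (ex 480/em 540) after 30 minutes.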
B2AR arrestin: beta2AR (human) beta-arrestin recruitment activity | 0.02% of 330,000 active | Potency, µM (highest dose often 46.1 µM), inactives show top-dose activation, actives largely listed as activators | beta-arrestin recruitment to beta2AR, cell-based reporter;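 further: potency means the concentration at half of the fitted maximal effect; 0% = DMSO controls and full agonism = EC100 isoproterenol or metaproterenol; nearly all actives have a fitted effect of over 65% in size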
TSG101-PTAP inh: blocks PTAP/TSG101 interaction to inhibit HIV-1 budding | Fluorescence polarization, FITC-PTAP peptide / Tsg101 binding | 340,000 tested, under 10 active | Potency, µM (series often up to 115 µM), without a hit: at the highest dose activity change, negative = inhibition, usual class: inhibitors | Q99816 | AID 493005; active means well fitted inhibition curve with a large enough effect in the main read-out, with a control signal flat, not every such curve was filed as active; inconclusive means small, poorly fitted or top-dose-only effect, or effect the other way, or a change in a side signal; inactive means no such curve, though single readings can be large or run the other way; further: potency means the concentration at half of the fitted maximal effect; % of control where 0% means no effect
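FP read-out: FITC-PTAP peptide, 50 nM final, binding Tsg101 binding domain, 10 uM final; 20 min, r.t.; 10 mM HEPES pH 7.5, 0.15 M NaCl, 0.01% Tween 20, 3 mM EDTA, 0.1 mM TCEP.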
TCR activator: T cell receptor activation | Potency, µM (doses to about 9.22 µM), without a hit: top-dose activation of IL-2 secretion, hits mostly activators | primary human leukocytes, anti-CD3, IL-2 HTRF, 48 h | 330,000 tested, under 10 active | AID 504894; further: % of control where 0% means no effect
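Using a-CD3 beads without co-stimulation, primary human leukocytes were exposed to compounds for 48 hr. An HTRF IL-2 kit measured the cytokine, with europium-to-d2 energy transfer producing emission at 665nm upon 320nm excitation.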
* = called active by the depositor; ? = inconclusive; . = no result given; [ ] = another dose, or the depositor's remark. Unless noted, the call rests on the fitted dose curve; in most records, active means well fitted curve in the direction sought with a large enough effect; inconclusive means small, poorly fitted or top-dose-only effect, or another doubt; inactive means no such curve, though single readings can be large; an effect the other way counts as inactive or inconclusive.

SMILES	TRPV1 agonist	CXXC DNA block	p53 reactivator	ELG1 DNA repair	BRCA1 expr up	AT treatment	Integrin act MD	B2AR arrestin	TSG101-PTAP inh	TCR activator
O=C(NCc1ccc(F)cc1)c1ccc2c(=O)n3c(nc2c1)CCCCC3	22	.	4%	?	0%	4%	-5%	-0.6%	4%	-120%
Nc1c(-c2cccc(Cl)c2)cnn1-c1cccc(C(F)(F)F)c1	?	15%	17%	0%	57%	-6%	-32%	0.4%	-2%	1%
O=C(NCCN1CCOCC1)C1CCC(=O)N1Cc1ccccc1Cl (centres undefined)	0	0%	11%	1%	-30%	-2%	-20%	0.0%	-3%	-2%
COCCN(C(=O)COC(=O)C1(c2ccccc2)CC1)c1c(N)n(CC(C)C)c(=O)[nH]c1=O	-1	.	1%	-2%	2%	6%	-2%	-0.3%	2%	-2%
O=C(NC(N1CCOCC1)C(Cl)(Cl)Cl)c1ccc(Br)cc1 (centres undefined)	11	4%	-3%	2%	-7%	1%	0%	-0.1%	0%	-3%
C=CCNC(=O)CN1C(=O)NC(C)(c2ccc(OC)cc2)C1=O (centres undefined)	0	4%	2%	-2%	-15%	2%	-18%	-0.1%	-2%	0%
O=C(NCCCn1ccnc1)C1CCCN(S(=O)(=O)c2cc(Cl)ccc2Cl)C1 (centres undefined)	1	1%	-1%	-11%	-16%	-1%	-9%	-0.1%	0%	2%
C=CCOn1c(=O)c(-c2ccc(Br)cc2)[n+]([O-])c2ccccc21	-2	-11%	-4%	18%	-28%	5%	30%	-0.4%	-5%	-1%
CCOC(=O)CCC(=O)Nc1ncnc2c1C(c1ccccc1)c1c(ccc3ccccc13)O2 (centres undefined)	.	.	-4%	?	-43%	0%	.	3.6%	1%	1%
Cc1cc(C)n2nc(C(=O)OCC(=O)NNC(=O)c3ccccc3)nc2n1	-2	.	7%	28%	1%	-4%	38%	0.3%	-1%	-8%
O=C(Oc1ccc2ccc(OC(=O)N3CCOCC3)cc2c1)N1CCOCC1	-2	9%	7%	18%	5%	-3%	1%	-1.0%	-8%	-7%
CCCCC(=O)NC(c1ccccc1Cl)c1ccc2cccnc2c1O (centres undefined)	7	-22%	14%	3.3µM*	-74%	0%	12%	3.1%	-7%	-10%
Cc1cccc(CCNC(=O)CC2C(=O)NCCN2Cc2ccc(F)c(F)c2)n1 (centres undefined)	4	3%	1%	14%	-5%	3%	-6%	0.1%	-8%	-6%
CC(=O)Oc1ccc([N+](=O)[O-])cc1N1C(=O)c2ccccc2C1=O	-1	9%	-6%	4%	2%	-13%	3%	-0.3%	0%	2%[46.1 µM]
COc1ccc(N2C(=NC(=O)C3CC3)SC3CS(=O)(=O)CC32)cc1Cl (centres undefined)	-2	0%	-1%	1%	5%	1%	-15%	0.3%	-4%	-3%
COc1cc2[nH]c(O)c(C=O)c2cc1OC	.	.	.	.	1%	.	7%	.	0%	1%
O=C(COC(=O)c1ccc2ccccc2c1O)NCC(F)(F)F	22	45%[activator]	4%	-13%	-5%	?	-13%	-0.3%	0%	-1%
Cc1cc(/C=C2/SC(=O)NC2=O)c(C)n1-c1ccc(N2CCOCC2)cc1	-2	-6%	-7%	?	3%	0%	8%	-1.2%	1%	0%[46.1 µM]
c1ccc(-c2cc(N3CCOCC3)nc3ccccc23)cc1	18	-1%	.	.	-31%	.	-44%	.	-2%	2%
CCCCCCCCc1nc(=S)[nH][nH]1	0	11%	-1%	-23%	-1%	3%	6%	-0.9%	3%	4%[46.1 µM]
CC(=O)c1cccc(NC(=O)CC(C)n2ccnc2)c1 (centres undefined)	0	6%	-3%	6%	-18%	0%	39%	-0.1%	-4%	-6%
O=C(NNC(=O)c1cccc(S(=O)(=O)N2CCc3ccccc32)c1)c1ccccc1	3	5%	-2%	?	-44%	5%	-39%	0.1%	-3%	20%
Cc1c(/C(O)=C2\C(=O)C(=O)N(CCN(C)C)C2c2ccco2)cnn1-c1ccccc1 (centres undefined)	0	-10%	21%	?	3%[1.84 µM]	0%	-2%	0.4%	-6%	11%
O=C(Nc1ccccc1Cl)c1ccc2nsnc2c1	10	-9%	5%	?	?	2%[11.5 µM]	15%	0.0%	-1%	0%
O=C(COC(=O)Cc1ccccc1F)Nc1ccc(F)cc1F	23	6%	11%	-7%	-4%	1%	?	-0.3%	7%	4%

(further entries)
SMILES	TRPV1 agonist	CXXC DNA block	p53 reactivator	ELG1 DNA repair	BRCA1 expr up	AT treatment	Integrin act MD	B2AR arrestin	TSG101-PTAP inh	TCR activator
Cn1c(=O)c(C(=O)NCc2ccc(Cl)cc2)c(O)c2ccccc21	3	10%	.	0%	-12%	-5%	-23%	-0.4%	0%	.
O=C(O)CCCC(=O)Nc1nc(-c2ccc(F)cc2)cs1	3	25%	-24%	3%	-4%	-2%	-21%	-0.1%	-2%	-5%
CN1/C(=C\C(=O)COC(=O)c2ccc(O)c(O)c2)C(C)(C)c2ccccc21	?	4%	1%	21µM*	-60%	-12%	-5%	0.2%	1%	0%
COc1ccc(CCCc2nnc(SCc3nc4ccccc4c(=O)[nH]3)n2C)c(C)c1	7	-1%	1%	2%	-4%	?	-5%	-0.5%	-8%	4%
Fc1ccc(Cn2nnnc2CN2CCc3ccccc3C2)cc1	9	-5%	7%	1%	-19%	-3%	23%	0.1%	-3%	-9%
O=C(O)CCCCCNc1nc(-c2ccccc2)nc2ccccc12	0	2%	.	-6%	-3%	7%	21%	0.5%	-7%	-6%
Cc1ccc(C(=O)Nc2cccnc2)cc1S(=O)(=O)N1CCCCC1	?	-3%	-2%	-6%	7%	0%	-13%	-1.1%	-4%	2%
COC(=O)c1ccc(C(=O)NC(=S)Nc2nc3c(s2)CC(C)CC3)cc1 (centres undefined)	0	-5%	?	?	33%	3%	31%	-0.2%	-4%	-4%[46.1 µM]
CC(=O)c1c(C)[nH]c(C(=O)NCCc2ccccc2)c1C	?	5%	?	?	?	-2%	7%	0.4%	-3%	-1%
O=C(c1ccccc1C(=O)N(c1ccccc1)c1ccccc1)N1CCCCC1	2	-4%	-8%	0%	-9%	7%	-10%	3.2%	-4%	-2%[46.1 µM]
CCC(C)(C)NC(=O)C(c1ccc(C)cc1)N(Cc1ccco1)C(=O)CCC(=O)Nc1nccs1 (centres undefined)	16	-3%	-3%	15%	-13%	.	10%	0.3%	2%	1%
Cc1[nH]c(=O)[nH]c(=O)c1S(=O)(=O)N(C)Cc1ccccc1	.	-3%	-3%	-1%	-15%	13%	1%	-0.1%	0%	-1%
COc1cc(NC(=O)C2CCCN(S(=O)(=O)c3ccc4c(c3)CCCN4C(C)=O)C2)cc(OC)c1 (centres undefined)	5	9%	-21%	9.2µM*	1%	2%	-7%	0.3%	-7%	-12%
Cc1ccc(CNC(=O)[C@@H](NC(=O)C2CCN(C(=O)[C@@H]3CCCN3)CC2)C(C)C)cc1	2	8%	.	8%	14%	0%	21%	0.0%	-3%	-3%
CCOC(=O)[C@H]1[C@H]2COc3ccc(C)cc3[C@@H]2N2C(=O)CN(CC3CCCO3)C(=O)[C@@]12C (some centres undefined)	4	.	-4%	11%	-10%	-3%	14%	0.1%	-2%	-4%

2 entries picked at random from those above:
SMILES	TRPV1 agonist	CXXC DNA block	p53 reactivator	ELG1 DNA repair	BRCA1 expr up	AT treatment	Integrin act MD	B2AR arrestin	TSG101-PTAP inh	TCR activator
O=C(c1ccccc1C(=O)N(c1ccccc1)c1ccccc1)N1CCCCC1	2	-4%	-8%	0%	-9%	7%	-10%	3.2%	-4%	-2%[46.1 µM]
C=CCNC(=O)CN1C(=O)NC(C)(c2ccc(OC)cc2)C1=O (centres undefined)	0	4%	2%	-2%	-15%	2%	-18%	-0.1%	-2%	0%

Among those listed so far, these have an NH in an aromatic ring.
SMILES	TRPV1 agonist	CXXC DNA block	p53 reactivator	ELG1 DNA repair	BRCA1 expr up	AT treatment	Integrin act MD	B2AR arrestin	TSG101-PTAP inh	TCR activator
COCCN(C(=O)COC(=O)C1(c2ccccc2)CC1)c1c(N)n(CC(C)C)c(=O)[nH]c1=O	-1	.	1%	-2%	2%	6%	-2%	-0.3%	2%	-2%
COc1cc2[nH]c(O)c(C=O)c2cc1OC	.	.	.	.	1%	.	7%	.	0%	1%
CCCCCCCCc1nc(=S)[nH][nH]1	0	11%	-1%	-23%	-1%	3%	6%	-0.9%	3%	4%[46.1 µM]
COc1ccc(CCCc2nnc(SCc3nc4ccccc4c(=O)[nH]3)n2C)c(C)c1	7	-1%	1%	2%	-4%	?	-5%	-0.5%	-8%	4%
CC(=O)c1c(C)[nH]c(C(=O)NCCc2ccccc2)c1C	?	5%	?	?	?	-2%	7%	0.4%	-3%	-1%
Cc1[nH]c(=O)[nH]c(=O)c1S(=O)(=O)N(C)Cc1ccccc1	.	-3%	-3%	-1%	-15%	13%	1%	-0.1%	0%	-1%

High-throughput results: PubChem BioAssay, National Center for Advancing Translational Sciences (NCATS)
